SKN-1 block – suppressors of acrylamide-induced Pgst-4::GFP reporter in worms, primary screen, SKN-1 inhibitor project, whole organism, uHTS, GFP/RFP fluorescence ratio, strain VP596 | C. elegans VP596 Pgst-4::GFP/RFP ratio, 24 h | inhibition, % at 21.8 µM | hit rate 0.49% among 360,000;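 active = interference check ratio from 0.5 to 1.5 plus GFP to RFP signal ratio inhibition reaching or exceeding a fixed threshold, cut at about 30% in these data, passing the limit was not always enough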; note: some compounds called inactive have numbers as strong as hits
LMPTP inh – LMPTP phosphatase inhibitors, primary screen, biochemical, fluorescence intensity, uHTS. Low molecular weight phosphotyrosine protein phosphatase (Homo sapiens), P24666. recombinant LMPTP-A, OMFP fluorogenic substrate. inhibition, % at 20 µM. hit rate 0.22% among 360,000. AID 651560, 2012;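 active = compounds that cut the enzyme signal by at least half of the control window in the single-dose screen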;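 note: plate controls were DMSO wells with enzyme plus substrate for no effect and substrate without enzyme for full effect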
Target sequence (P24666 whole entry, looked up): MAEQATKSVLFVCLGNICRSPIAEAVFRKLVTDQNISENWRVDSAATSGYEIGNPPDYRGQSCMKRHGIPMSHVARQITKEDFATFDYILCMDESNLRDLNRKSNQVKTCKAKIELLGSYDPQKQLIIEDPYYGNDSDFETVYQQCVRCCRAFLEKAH
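Assay system: LMPTP-A, protein tyrosine phosphatase of low molecular weight / Medium: pH 6.0 Bis-Tris buffer with DTT and Triton X-100 / Schedule: 50 min enzyme reaction at room temperature, protected from light / Measured by: endpoint fluorescence intensity from OMFP dephosphorylation / Read-out basis: % inhibition relative to no-enzyme and uninhibited control wells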
NadD inh – inhibitors of S. aureus NadD, primary screen, biochemical, colorimetric, uHTS; hit rate 0.78% among 360,000; purified NadD enzyme, colorimetric absorbance read-out; inhibition, % at 20 µM; Nicotinate-nucleotide adenylyltransferase NadD (Staphylococcus aureus N315); in the data active = inhibition above about 26%; note: some compounds past the cut are filed as inactive
Scp-1 inhibitor – Scp-1 phosphatase inhibitors, primary screen, biochemical, colorimetric, uHTS. hit rate 0.88% among 340,000. Recombinant Scp1, phosphopeptide, malachite green phosphate absorbance. Carboxy-terminal domain RNA polymerase II polypeptide A small phosphatase 1 (Homo …. inhibition, % at 20 µM;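 active = inhibition above about 50% at 20 µM, limit read from the data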;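 note: plate controls were DMSO wells with enzyme for no effect and wells lacking enzyme for full effect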
Target sequence (Q9GZU7 76-261 limits assumed): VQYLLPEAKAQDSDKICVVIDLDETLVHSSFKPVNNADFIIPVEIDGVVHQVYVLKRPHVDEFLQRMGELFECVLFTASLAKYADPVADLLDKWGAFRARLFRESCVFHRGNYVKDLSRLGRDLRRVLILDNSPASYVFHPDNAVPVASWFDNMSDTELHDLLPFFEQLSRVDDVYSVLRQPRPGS
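Incubation: 45 min enzyme reaction at room temperature / System: truncated SCP-1 phosphatase (76-261aa) / Reagent: Phospho 17-mer peptide substrate / Buffer or medium: Acidic Tris acetate buffer with magnesium and detergent / Signal: absorbance at 630 nm / Doses: one concentration, 20 µM, with 1.0% DMSO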
Neddyl block – inhibitors of cullin neddylation, primary screen, biochemical, TR-FRET, uHTS, NAE and Ubc12. calls only at 25 µM. hit rate 0.58% among 360,000; in the data active = inhibition above about 36%
DNMT1 inh – human DNMT1 methyltransferase inhibitors, primary screen, biochemical, molecular beacon, fluorescence, HinP1I cleavage, uHTS. inhibition (reported as % activation of signal), % at 10 µM. AID 588458, 2011. DNA (cytosine-5)-methyltransferase 1 (Homo sapiens), P26358. hit rate 0.83% among 360,000; in the data active = inhibition above about 50%
Tb MetRS inh – T. brucei MetRS inhibitors, primary screen, biochemical, luminescence | methionyl-tRNA synthetase (Trypanosoma brucei brucei) | purified T. brucei MetRS, ATP depletion, Kinase-Glo luminescence | inhibition, % at 11.9 µM | hit rate 0.4% among 360,000;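 active = inhibition above a per-plate cutoff of the control wells' mean inhibition plus 3 SD, cut at about 5.5% in these data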;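 note: 0% = DMSO wells median and 100% = median of wells with control inhibitor compound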
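Dosing: 11.9 µM compound single dose, 0.9% DMSO; Assay system: purified T. brucei MetRS enzyme; Measured by: Kinase-Glo luciferase luminescence reporting remaining unconsumed ATP; Schedule: 15 min plus 2 h at 25 °C.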
CendR NRP1 mod – modulators of CendR peptide binding to NRP-1, primary screen, biochemical, fluorescence polarization, uHTS. Neuropilin-1 (Homo sapiens), O14786. FAM-RPARPAR peptide binding to NRP-1. inhibition, % at 25 µM. hit rate 0.85% among 360,000;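 active = inhibition or corrected inhibition above about 18%, plus a signal ratio from 0.5 to 1.5, limit read from the data, passing the limit was not always enough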; note: strong numbers were not always called active
SUMO1 PPI mod – modulators of SUMO1 protein-protein interactions, primary screen, biochemical, uHTS; SUMO1 binding to a labelled peptide, TR-FRET, 1 h; hit rate 0.33% among 360,000; Small ubiquitin-related modifier 1 (Homo sapiens), P63165; AID 602429, 2012; inhibition, % at 20 µM; in the data active = inhibition above about 37%
Target sequence (P63165 whole entry, looked up): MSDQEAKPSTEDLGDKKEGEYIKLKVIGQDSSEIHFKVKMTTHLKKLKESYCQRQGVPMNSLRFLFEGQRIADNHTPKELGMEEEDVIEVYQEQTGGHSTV
STEP block – STEP phosphatase inhibitors, primary screen, biochemical, fluorescence intensity, uHTS; Tyrosine-protein phosphatase non-receptor type 5 (Homo sapiens), P54829; recombinant STEP, OMFP fluorogenic substrate; AID 588621, 2011; hit rate 0.25% among 360,000; inhibition, % at 20 µM;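 active = inhibition at 20 µM, scaled per plate between control wells, above about 37%, limit read from the data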;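 note: 0% = DMSO with enzyme and substrate and 100% = substrate only without enzyme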
Target sequence (P54829 whole entry, looked up): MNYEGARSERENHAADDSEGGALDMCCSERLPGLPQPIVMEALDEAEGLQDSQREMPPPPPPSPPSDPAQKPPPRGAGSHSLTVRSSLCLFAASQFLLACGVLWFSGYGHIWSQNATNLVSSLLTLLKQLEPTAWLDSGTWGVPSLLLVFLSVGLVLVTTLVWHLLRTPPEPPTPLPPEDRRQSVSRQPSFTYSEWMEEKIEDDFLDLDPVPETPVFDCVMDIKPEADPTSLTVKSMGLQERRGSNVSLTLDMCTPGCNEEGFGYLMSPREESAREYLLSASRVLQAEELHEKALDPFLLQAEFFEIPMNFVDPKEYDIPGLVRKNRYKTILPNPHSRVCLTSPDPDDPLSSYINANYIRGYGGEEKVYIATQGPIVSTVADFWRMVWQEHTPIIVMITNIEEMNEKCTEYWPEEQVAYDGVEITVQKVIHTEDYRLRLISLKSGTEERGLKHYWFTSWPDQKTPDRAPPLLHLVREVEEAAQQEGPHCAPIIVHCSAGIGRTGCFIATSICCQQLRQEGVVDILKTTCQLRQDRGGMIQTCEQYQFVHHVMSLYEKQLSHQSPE
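Material: STEP (striatal-enriched tyrosine phosphatase) enzyme, cell-free; Compound dosing: 20 µM single dose in 1% DMSO; Technique: fluorescence read at 480 nm ex / 540 nm em; Times: reaction 20 min, ambient temperature; Medium: 50 mM Bis-Tris pH 6.0 with 2.5 mM DTT and 0.005% Tween 20; Also added: OMFP at 25 µM.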
* hit, by the source's call; i = inactive; x = no result given; + = active, no number.

SMILES	SKN-1 block	LMPTP inh	NadD inh	Scp-1 inhibitor	Neddyl block	DNMT1 inh	Tb MetRS inh	CendR NRP1 mod	SUMO1 PPI mod	STEP block
CC(C)(C)c1ccc(C(=O)N2CCCN(C(=O)c3ccc(C(C)(C)C)cc3)CC2)cc1	13.6	0.3	2.1	-2.7	i	-3.0	-0.7	-18.7	0.6	0.9
CCN(C(=O)Nc1ccccc1)c1ccccc1	-2.4	-1.2	3.4	3.7	i	13.7	-0.7	-4.0	1.9	3.4
O=C(OCC(O)C1OC(c2ccccc2)OC(COC(=O)c2ccccc2)C1O)c1ccccc1 (stereo unspecified)	17.4	2.2	-10.6	x	i	25.1	-0.3	13.9	0.6	1.1
O=C(/C=C/c1ccccc1)Nc1ccc2c(c1)C(=O)NC2=O	9.5	-12.8	-0.4	-9.1	+	-3.2	-0.5	-6.7	-20.1	-0.9
CN(C)C(N)=NCCC[C@H](N)C(=O)O	7.0	-2.1	-2.4	3.8	i	0.0	-1.0	-7.1	0.5	0.9
CC(=O)Nc1ccc(S(=O)(=O)NN=CCCc2ccccc2)cc1	-0.1	-2.6	2.0	-1.0	i	0.3	-0.2	21.5	21.1	-4.3
O=C(OC(C(=O)NC1CCCC1)c1ccccc1F)c1ccco1 (stereo unspecified)	6.4	-2.1	0.6	-0.7	i	4.1	-0.3	-1.6	-0.3	0.0
O=C(Nc1ccccc1Cl)N1CCN(c2ccc3nncn3n2)CC1	-4.6	-1.2	-2.7	-9.8	i	-2.2	-0.1	-11.7	3.0	2.8
CC1=NN(c2nc(-c3ccc(Cl)cc3)cs2)C(=O)C1	-2.2	-0.2	11.4	-6.7	i	-5.0	-0.4	-7.6	26.8	4.0
O=[N+]([O-])c1c(NCc2ccco2)ccc2nonc12	-2.3	-0.3	-3.2	-8.9	i	-9.1	0.0	5.8	-20.9	4.5

Next part; it opens with the 5 that closed the last part.
SMILES	SKN-1 block	LMPTP inh	NadD inh	Scp-1 inhibitor	Neddyl block	DNMT1 inh	Tb MetRS inh	CendR NRP1 mod	SUMO1 PPI mod	STEP block
CC(=O)Nc1ccc(S(=O)(=O)NN=CCCc2ccccc2)cc1	-0.1	-2.6	2.0	-1.0	i	0.3	-0.2	21.5	21.1	-4.3
O=C(OC(C(=O)NC1CCCC1)c1ccccc1F)c1ccco1 (stereo unspecified)	6.4	-2.1	0.6	-0.7	i	4.1	-0.3	-1.6	-0.3	0.0
O=C(Nc1ccccc1Cl)N1CCN(c2ccc3nncn3n2)CC1	-4.6	-1.2	-2.7	-9.8	i	-2.2	-0.1	-11.7	3.0	2.8
CC1=NN(c2nc(-c3ccc(Cl)cc3)cs2)C(=O)C1	-2.2	-0.2	11.4	-6.7	i	-5.0	-0.4	-7.6	26.8	4.0
O=[N+]([O-])c1c(NCc2ccco2)ccc2nonc12	-2.3	-0.3	-3.2	-8.9	i	-9.1	0.0	5.8	-20.9	4.5
Cc1cc(C)nc(Sc2ncnc3sc4c(c23)CCC4)n1	-9.9	-0.1	5.1	0.4	x	2.4	0.1	-27.1	-2.5	2.0
O=C(O)/C(=C/c1ccco1)NC(=O)c1ccccc1	-5.5	-1.1	-4.8	74.9*	i	66.8*	-0.7	-4.4	3.7	5.0
COCCCNc1ccn2nc(-c3ccc(OCCN4CCOCC4)cc3)cc2n1	1.0	0.5	-9.8	x	x	-2.5	0.1	-8.8	-2.1	0.4
O=C(NCc1cccc(C(F)(F)F)c1)C1CC2Cn3c(nc4ccccc43)C2N1Cc1ccccc1 (stereo unspecified)	4.5	0.4	-2.8	-8.6	i	-3.4	-0.1	8.1	3.5	-1.3
O=C(CN(Cc1ccco1)C(=O)c1ccc(Cl)cc1)Nc1ccc(Cl)c(Cl)c1	-0.9	-2.5	-2.7	-7.3	i	1.8	-0.6	1.3	-0.3	-1.8
COc1cc(CNc2ccc3[nH]c(=O)[nH]c3c2)ccc1OCc1ccccc1F	13.2	2.3	2.4	-5.0	i	-19.3	-1.1	-4.3	2.0	2.4
Cc1nc2ccc(NC(=S)NCCCO)cc2nc1C	2.9	0.6	6.9	0.6	x	-12.7	0.5	6.5	-4.2	0.9
COc1ccc(C2C(C(C)=O)=C(C)N=c3s/c(=C\c4ccc5c(c4)OCO5)c(=O)n32)c(OC)c1 (stereo unspecified)	13.0	3.5	21.4	-1.5	i	-4.8	-0.3	-32.9	-13.7	7.0
COC(=O)c1ccc(C(=O)OC)c(NC(=O)CN2CCN(c3ccccc3)CC2)c1	-0.5	0.1	1.8	-5.6	i	12.8	0.6	14.2	4.7	6.6
Cc1onc(C(=O)NC2CCCCC2)c1[N+](=O)[O-]	11.1	2.7	-0.7	3.1	i	2.4	0.0	3.2	-6.6	-0.4
COc1ccc(NC(=O)c2sc3ncnc(N4CCN(c5ccccn5)CC4)c3c2C)cc1Cl	14.3	3.3	22.8	6.2	i	-8.3	-0.1	2.0	-85.7	2.5
COC(C(=O)Nc1ccc(C(N)=O)cc1)c1ccccc1 (stereo unspecified)	5.2	-2.5	-6.2	0.7	i	-2.3	-0.3	6.1	-0.6	1.5
COc1ccc(C(=O)CSc2nnc3n2CCCN3C(=O)Nc2ccccc2)cc1	1.5	4.6	-1.2	-7.8	i	0.3	0.6	14.7	1.7	4.6
Cc1c(N(C)C(=O)C23CC4CC(CC(C4)C2)C3)c(=O)n(-c2ccccc2)n1C	21.5	-0.3	-3.8	-0.6	i	4.4	-0.8	-2.2	2.3	-3.4
O=C(Nc1ccc2ccccc2c1)c1cccc([N+](=O)[O-])c1	19.7	0.0	4.7	-18.9	i	-2.3	0.2	8.9	-17.7	-0.5
Cc1cccc(C)c1OCC(=O)Nc1nnc(C2CCCO2)s1 (stereo unspecified)	36.5*	1.3	0.5	-1.3	i	5.9	-1.0	18.7	2.7	-4.2
O=C(Nc1ccccn1)c1cccnc1	8.4	-3.7	-2.1	-4.9	i	0.1	-1.8	-5.3	-0.7	-12.2
O=C(NCCc1ccccc1)C1Cc2c(-c3ccccc3)ccnc2O1 (stereo unspecified)	9.8	-1.7	-1.7	x	i	1.0	0.6	-12.2	3.0	-3.2
CN1CCN(C(=O)CCn2c(=S)[nH]c3ccccc3c2=O)CC1	8.3	-3.5	-2.0	x	i	-0.4	0.0	-11.5	-3.3	-0.2
COc1ccc(CCC(C)NC(=O)CCc2ccccc2)c(OC)c1 (stereo unspecified)	0.1	0.5	-9.6	-6.0	i	-2.1	-0.8	2.9	2.1	-1.5
CCCNC(=O)C1Cc2cc(S(=O)(=O)N3CCCC3)ccc2N1C(C)=O (stereo unspecified)	-3.9	-1.3	-1.5	-6.2	i	1.7	0.0	6.3	-1.8	-2.7
Cc1cc(C)c(-n2c(SCC(=O)N3CCOCC3)n[nH]c2=O)c(C)c1	9.3	1.2	-2.8	-3.7	i	3.3	-1.3	12.7	2.2	1.4
Cn1c(=NC(=O)c2ccco2)sc2ccccc21	21.8	-0.8	-2.3	-8.6	i	5.4	-0.9	11.5	-0.3	-3.4
O=c1[nH]c2ccccc2[nH]c1=O	-19.6	0.7	-1.6	49.6	i	1.7	-0.2	6.6	1.0	-0.6
COc1cccc2cc(C(=O)CC3(O)C(=O)N(Cc4ccccc4)c4ccccc43)c(=O)oc12 (stereo unspecified)	19.1	-0.4	2.5	-8.0	i	9.6	0.5	-9.7	-9.9	-2.6
C#CCCOC(=O)N1C2=NC(C(=O)OC)=C(C(=O)OC)[C@@H]3N(CC=C)c4ccccc4[C@]23C[C@H]1C(=O)OC	-10.7	1.0	-3.9	-4.4	i	2.1	-0.3	4.8	-0.9	-2.2
CCOc1ccc(S(=O)(=O)Nc2cccc(C(=O)NCC(c3ccccc3)N(C)C)c2)cc1 (stereo unspecified)	-3.5	-7.9	-7.4	-2.3	i	2.5	-0.5	-8.7	-19.7	-1.8
O=C(NCC(=O)N1CCN(Cc2c(F)cccc2Cl)CC1)c1cccc(Cl)c1	18.7	-0.3	-10.7	12.7	i	1.4	-0.7	0.7	2.7	0.2
COc1ccc(CCNC(=O)C(=O)NCC2OCCN2S(=O)(=O)c2ccc(OC)c(C)c2)cc1 (stereo unspecified)	12.2	0.3	-6.1	-9.2	i	-5.7	-1.0	0.9	1.9	0.6
CCOC(=O)c1nn(-c2cccc(OC)c2)c(-c2ccccc2)c1C(=O)c1ccccc1	15.2	0.4	-4.9	-17.3	i	-3.1	0.0	-6.0	-0.4	-0.5
COc1cccc(-c2onc3ccc(C(=O)/C=C/N(C)C)cc23)c1	12.4	1.8	1.8	-9.1	i	-3.5	-0.4	4.3	-23.5	0.2
O=S(=O)(c1ccc2nc(COc3ccc(Cl)cc3Cl)[nH]c2c1)N1CCOCC1	-12.0	1.1	2.5	4.5	i	0.7	12.1*	-2.2	2.1	1.7
O=C(/C=C/Sc1ccccc1)c1ccccc1	81.1*	0.3	-6.0	-9.4	i	18.2	-0.8	4.2	3.0	0.1
CCOC(=O)C1=C(c2ccccc2)NC(N)=NC1c1ccc(OCc2ccc(C(=O)OC)cc2)cc1 (stereo unspecified)	4.0	2.2	13.2	7.7	i	33.7	1.2	0.7	-40.2	5.8
O=C(COC(=O)c1ccc(S(=O)(=O)N2CCCC2)cc1)Nc1ccccc1Cl	12.4	0.1	-3.0	x	i	2.6	-0.1	0.4	1.5	-0.4
Cc1nc2ccc(S(=O)(=O)NCC(=O)N3CCc4ccccc43)cc2s1	0.3	-3.1	-0.6	-0.6	i	-0.4	-0.2	6.6	-3.0	-0.2
CCOc1ccc(N(C(=O)c2snc(C(N)=O)c2N)C(C(=O)NC2CCCC2)C(C)C)cc1 (stereo unspecified)	15.0	-0.2	-11.0	-9.8	i	-2.2	-0.1	-0.5	-9.9	0.7

From PubChem
